D3 ag – qHTS of D3 Dopamine Receptor Agonist: qHTS; D3R DiscoveRx beta-arrestin cells, luminescence, 90 min; max activation, %; AID 652048, 2013; D(3) dopamine receptor (Homo sapiens), P35462; 0.58% of 410,000 active; in the data active = max activation above about 30%; note: 0% is about no effect; mostly tested at two doses, the higher about 12 µM
Target sequence (P35462 whole entry, looked up): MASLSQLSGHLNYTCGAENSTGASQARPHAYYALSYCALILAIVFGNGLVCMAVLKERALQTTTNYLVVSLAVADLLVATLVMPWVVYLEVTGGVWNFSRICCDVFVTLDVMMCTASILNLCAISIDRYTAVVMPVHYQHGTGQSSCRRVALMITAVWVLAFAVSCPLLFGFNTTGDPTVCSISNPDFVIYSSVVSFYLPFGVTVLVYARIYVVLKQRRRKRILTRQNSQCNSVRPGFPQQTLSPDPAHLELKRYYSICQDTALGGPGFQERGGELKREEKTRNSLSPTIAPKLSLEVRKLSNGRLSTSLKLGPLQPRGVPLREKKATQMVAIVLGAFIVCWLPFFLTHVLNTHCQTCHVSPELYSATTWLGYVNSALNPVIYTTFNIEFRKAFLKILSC
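Agonist-mode cell screen: cells plated at 1500/well and incubated overnight at 37 °C, then exposed to library compounds for 90 min at 37 °C. Detection reagent was added for 30–60 min at room temperature, and luminescence was read.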
GLP1R inv ag – qHTS of GLP-1 Receptor Inverse Agonists (Inhibition Mode); Glucagon-like peptide 1 receptor (Homo sapiens), P43220; HEK293 GLP-1R CRE-luciferase, luminescence, 24 h; GLP-1R form is constitutively active; Potency, µM (series often up to 38.3 µM), for the others: top-dose activity change, negative = inhibition, most hits filed as inhibitors; 1.6% of 410,000 active; note: potency is the fitted concentration of half-maximal effect; % is set by controls: 0 for no effect and ±100 for the full control effect; nearly all actives have a fitted effect of over 55% in size
Target sequence (P43220 whole entry, looked up): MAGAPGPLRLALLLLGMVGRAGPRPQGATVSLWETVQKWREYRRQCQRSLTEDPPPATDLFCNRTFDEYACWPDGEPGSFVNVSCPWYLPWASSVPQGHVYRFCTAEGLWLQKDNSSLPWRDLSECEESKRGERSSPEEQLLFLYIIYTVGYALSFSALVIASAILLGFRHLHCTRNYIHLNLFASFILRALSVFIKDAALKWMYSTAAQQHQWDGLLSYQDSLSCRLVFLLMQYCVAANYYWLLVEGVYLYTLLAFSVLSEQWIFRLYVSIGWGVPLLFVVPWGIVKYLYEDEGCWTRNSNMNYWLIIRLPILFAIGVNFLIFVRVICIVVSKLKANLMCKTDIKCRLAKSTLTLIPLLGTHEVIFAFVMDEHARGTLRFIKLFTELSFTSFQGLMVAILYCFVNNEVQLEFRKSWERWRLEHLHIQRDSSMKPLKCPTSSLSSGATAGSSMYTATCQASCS
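Stable HEK293 clone (constitutively active GLP-1R + cAMP-response luciferase); 200 cells/uL plated, 12 h pre-culture, compound 24 hr, 37 deg C/5% CO2; detection reagent 12 min RT; luminescence.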
GLP1R cytotox – qHTS of GLP-1 Receptor Inverse Agonists: Cytotox Screen. HEK293 cAMP-luciferase reporter cells, luminescence, 24 h. Potency, µM (series often up to 38.3 µM), inactives show at the top dose activity change, negative = inhibition, actives largely listed as inhibitors. 0.13% of 410,000 active. AID 624418, 2012;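 note: loss of luciferase light is scored as toxicity; potency is the fitted concentration of half-maximal effect; % is set by controls: 0 for no effect and ±100 for the full control effect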
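MLSMR compounds, 24 hr on cells at 37 deg C/5% CO2; luminescence after luciferase reagent (12 min RT). Inhibition counted as the undesired cytotoxic outcome.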
* hit, by the source's call; ? = inconclusive; [ ] = dose if it differs, or a comment. Unless noted, calls come from the whole dose curve; as a rule, active = well fitted curve in the direction sought with a large enough effect; inconclusive = small, poorly fitted or top-dose-only effect, or another doubt; inactive = no such curve, though single readings can be large; an effect the other way counts as inactive or inconclusive.

SMILES | D3 ag | GLP1R inv ag | GLP1R cytotox
COC(=O)c1ccc(NC(=O)CC2C(=O)N(c3cccc(C)c3)C(=O)N2C2CCCC2)cc1 (configuration not stated) | -14 | -21% | -5%
O=c1[nH]c(SCc2ccc(F)cc2)nc2c1CCCC2 | 4 | 13% | 27%
Cc1ccccc1C(=O)Nc1cccc(C(=O)OCc2cc(=O)n3ccsc3n2)c1 | -9 | -12% | -2%
CCOc1ccccc1-n1nnc(-c2nc(-c3ccccc3)no2)c1N | 6 | 18% | 5%
CC1(C)C(=O)N(CC(=O)Nc2cccc(F)c2)c2ccc(S(=O)(=O)N3CCCCC3)cc21 | 5 | ? | -5%
COc1ccccc1CNC(=O)c1cc2c(s1)-c1ccc(Cl)cc1SC2 | -1 | 11% | -6%
CCCCOc1ccc(S(=O)(=O)Nc2cccc(-c3ccc(N4CCOCC4)nn3)c2)cc1 | 6 | ? | -8%
CC(C)CCNC(=O)CSc1nc2ccccc2nc1Cc1ccc(Cl)cc1 | 9 | 0% | -1%
CCOc1ccccc1CNC(=O)c1cc(-c2ccc(Cl)s2)nc2ccccc12 | 7 | -2% | -2%
CN(C)c1ccc(CNc2nc(-c3ccco3)nn2S(=O)(=O)c2ccc3ccccc3c2)cc1 | 4 | -5% | -11%
Cc1ccc(N(C)C(=O)c2cnc(N3CCOCC3)c3ccccc23)cc1C | 9 | -8% | -1%
COc1ccc(-n2nc(C(=O)Nc3cc(C)ccn3)c3c4ccccc4n(C)c3c2=O)cc1Cl | -3 | -3% | 4%
COc1cc(C(=O)Nc2ccccc2-c2nc(-c3ccccc3)no2)cc(OC)c1OC | -2 | 17% | 1%
Cc1ccc(C)c(N2CCN(C(=O)C3CCN(S(=O)(=O)c4ccc5[nH]c(=O)oc5c4)CC3)CC2)c1 | 0 | -17% | -12%
Cc1ccccc1Cn1c(=O)n(Cc2ccc3c(c2)OCO3)c(=O)c2oc3ccccc3c21 | -8 | 20% | 6%
COc1ccc(C)cc1NC(=O)c1c2c(nc3ccccc13)C(=O)N(C1CCCCC1)C2 | -3 | ? | 2%
CCOc1ccccc1CNC(=O)C(CC)n1nc(C)c2c(C)n(-c3ccccc3)nc2c1=O (configuration not stated) | -7 | ? | -5%
O=S(=O)(c1ccc2ccccc2c1)n1nc(-c2ccco2)nc1NCc1cccc(Cl)c1 | 4 | 2% | 0%
COC(=O)c1scc(-c2ccc(C)cc2)c1S(=O)(=O)N1CCN(c2ccc(C(C)=O)cc2)CC1 | -17 | -8% | 3%
Cc1ccc(-c2nn3c(-c4ccccc4C)nnc3c3ccccc23)cc1 | 10 | 6% | 6%

Reprinted at random: 2 records from the list, in no set order.
SMILES | D3 ag | GLP1R inv ag | GLP1R cytotox
COc1ccc(C)cc1NC(=O)c1c2c(nc3ccccc13)C(=O)N(C1CCCCC1)C2 | -3 | ? | 2%
Cc1ccccc1Cn1c(=O)n(Cc2ccc3c(c2)OCO3)c(=O)c2oc3ccccc3c21 | -8 | 20% | 6%

Carrying on:
SMILES | D3 ag | GLP1R inv ag | GLP1R cytotox
Cc1ccccc1CNC(=O)C1CCN(S(=O)(=O)Cc2ccccc2)CC1 | 1 | 3% | 1%
O=C(Nc1ccc(N2CCN(c3ccc(F)cc3)CC2)c(C(=O)O)c1)c1cccs1 | 9 | 5% | -3%
O=C(NCc1ccccc1Cl)c1cc2c(s1)-c1ccc(Cl)cc1SC2 | -3 | ? | -2%
CCc1ccc(NC(=O)CSc2nc3c(c(=O)[nH]2)CN(Cc2ccc(C)cc2)CC3)cc1 | -27 | -3% | -5%
COc1ccccc1NC(=O)C1=C(C)Nc2c(C(=O)Nc3cccc(C)c3)cnn2C1c1ccccc1C (configuration not stated) | 2 | ? | -9%
Cc1cccc(N2CCN(C3=C(c4ccccc4)C(=O)c4ccccc43)CC2)c1C | 4 | -5% | -4%
COc1ccc(C2C=C(c3ccccc3)Nc3nc(NS(=O)(=O)c4ccc(C)cc4)nn32)cc1 (configuration not stated) | 8 | 7% | 449%[activator]
Cc1ccc(C)c(N2CCN(CCCNC(=O)c3cnn(-c4ccccc4Cl)c3C3CCN(C(=O)OC(C)(C)C)CC3)CC2)c1 | -20 | ? | -4%
Cc1sc2ncn(CC(=O)Nc3cccc(C(F)(F)F)c3)c(=O)c2c1S(=O)(=O)N1CCC(C)CC1 | 2 | 5% | 1%
Cc1nnc(N2CCC(C(=O)NCc3ccc(N(C)C)cc3)CC2)c2nn(-c3ccccc3)c(C)c12 | -14 | -8% | 10%
O=C(Oc1ccc(F)cc1)c1nc(SCc2ccc(F)cc2)ncc1Cl | -4 | -3% | 4%
Cc1cccc(N2CCN(C(=O)Cn3ncc4c5ccccc5n(C)c4c3=O)CC2)c1C | 1 | 3% | -3%
O=C(Cn1c(=O)n(-c2ccc(Cl)cc2)c(=O)c2c3c(sc21)CCC3)c1ccc(F)cc1 | 1 | 6% | -15%
CN(C)CCN(Cc1ccco1)S(=O)(=O)c1cc2c(cc1Cl)NC(=O)CO2 | -17 | 11% | 4%
CCC(Oc1ccccc1-c1nnc(-c2ccccc2)o1)C(=O)Nc1ccc(C(C)=O)cc1 (configuration not stated) | -11 | -15% | -15%
CCN1C(=O)c2ccccc2Sc2ccc(NC(=O)COc3ccc(Cl)cc3)cc21 | 6 | ? | -21%
COc1cc(C(=O)NCC(c2ccc3c(c2)OCO3)N2CCN(C)CC2)cc(OC)c1OC (configuration not stated) | -9 | 22% | -9%
O=C(NCc1ccc(F)cc1)C(=O)NCC(c1ccc2c(c1)OCO2)N1CCOCC1 (configuration not stated) | -9 | 17% | 1%
CCOc1cc(-c2ccc(OC(=O)c3ccc(Cl)cc3)c(OC)c2)cc(=O)c2c(C)oc(C)c12 | -19 | -8% | 1%
Cc1ccc(CN2CCSc3ccc(C(=O)N4CCN(c5ccc(Cl)cc5)CC4)cc32)cc1 | 1 | 14% | 5%

Compound profiles, as listed above.
`O=C(Oc1ccc(F)cc1)c1nc(SCc2ccc(F)cc2)ncc1Cl` is listed with D3 ag = -4; GLP1R inv ag = -3%; GLP1R cytotox = 4%
`Cc1cccc(N2CCN(C(=O)Cn3ncc4c5ccccc5n(C)c4c3=O)CC2)c1C` is listed with D3 ag = 1; GLP1R inv ag = 3%; GLP1R cytotox = -3%
`COc1ccccc1NC(=O)C1=C(C)Nc2c(C(=O)Nc3cccc(C)c3)cnn2C1c1ccccc1C` (configuration not stated) is listed with D3 ag = 2; GLP1R inv ag = ?; GLP1R cytotox = -9%

Following part:
SMILES | D3 ag | GLP1R inv ag | GLP1R cytotox
Cc1ccc(CNC(=O)CN2N=C(c3ccc(C)cc3)CCC2=O)cc1 | -9 | 7% | 1%
CC(C)(C)C1CCc2c(sc(NC(=O)c3cccc(Cl)c3)c2C(N)=O)C1 (configuration not stated) | -7 | 11% | 6%
CC(C)c1ccc(CNc2nc(-c3ccco3)nn2S(=O)(=O)c2ccccc2)cc1 | -17 | ? | 2%
CCOC(=O)C1CCN(C(=O)c2cc3sc(C)cc3n2C)CC1 | -5 | 28% | 15%
Cc1oc2ncn(C)c(=O)c2c1C(=O)NC(C)c1ccccc1 (configuration not stated) | 6 | 27% | 11%
Cc1cc(Nc2ccccc2Cl)n2nc(-c3ccco3)nc2n1 | 5 | 2% | -10%
CCOc1ccc(NCc2cccn2-c2nnc(N3CCC(C(=O)NCCc4ccc(OCC)c(OCC)c4)CC3)s2)cc1 | 4 | ? | -10%
CCC(C(=O)NC1CCC(C)CC1)n1nc(C)c2sc3ccccc3c2c1=O (configuration not stated) | 2 | 33% | 5%
Cc1ccc(C)c(NC(=O)N2CCN3CCCCC3C2)c1 (configuration not stated) | -5 | 19% | 6%
CC(=O)Nc1ccc(Nc2ncnc3c2c(-c2ccccc2)cn3-c2ccc(C)c(Cl)c2)cc1 | 6 | 6% | -2%
CC1CCCCN1c1nnc(NC(=O)Nc2ccccc2F)s1 (configuration not stated) | 1 | -9% | 9%
CC1CN(C(=O)N2CCC(C(=O)N3CCN(c4ccccc4)CC3)CC2)c2cc(Cl)ccc2O1 (configuration not stated) | 9 | ? | -5%
O=C(NCC(c1cccnc1)N1CCN(Cc2ccccc2)CC1)C(=O)Nc1cccc(F)c1 (configuration not stated) | -15 | 9% | 0%
CCc1nn2c(=O)cc(COC(=O)c3ccco3)nc2s1 | -6 | 10% | 4%
CC(C)CN(CCNC(=O)c1cc(=O)[nH]c2ccc(S(=O)(=O)N3CCCCCC3)cc12)CC(C)C | 4 | 2% | 20%
CCOC(=O)N1CCC(NC(=O)c2cnn(-c3ccccc3)c2C2CCN(C(=O)OC(C)(C)C)CC2)CC1 | -8 | 2% | 22%
CCN(CC)c1ccc(NC(=O)CN2CCN(c3ccccc3OC)CC2)cc1 | -7 | ? | 5%
COc1ccccc1CNC(=O)c1oc2c(c1C)-c1nn(Cc3ccc(Cl)cc3)cc1CC2 | -2 | ? | 11%
CCOC(=O)c1ccc(-c2ccc(/C=C(\C#N)C(=O)Nc3ccc(C)cc3)o2)cc1 | 8 | 19% | 15%
Cn1c(=O)n(C)c2cc(NS(=O)(=O)c3ccc(F)cc3)c(NCc3ccccc3)cc21 | 2 | 4% | 1%

The list goes on:
Values in the order: D3 ag | GLP1R inv ag | GLP1R cytotox
Cc1cc2c(cc3c(SCC(=O)Nc4ccc(Cl)cc4F)nncn32)o1
  5 | -2% | 0%
Clc1ccc2nc(-c3ccc(N4CCOCC4)cc3)c(Nc3ccccc3)n2c1
  1 | 9% | 8%
COc1ccc(-c2cccc(NS(=O)(=O)c3ccc(C)s3)c2)nn1
  -1 | 16% | 5%
COC(=O)c1ccccc1NC(=O)Cn1nnc2sc(-c3ccccc3)cc2c1=O
  -1 | 5% | -4%
CCCC12CN3CC(C)(CN(C1)C3c1ccccc1Cl)C2=O (configuration not stated)
  5 | -10% | -2%
CCOc1ccc(NC(=O)Cc2c[nH]c3ccccc23)cc1
  -1 | -8% | -5%
CCC(=O)Nc1cc(-c2cn3cccnc3n2)ccc1OC
  -25 | 6% | 1%
CC(C)C(=O)NC1CC(=O)N(c2ccc3c(c2)OCCO3)C1 (configuration not stated)
  -17 | 4% | 0%
Cc1sc2c(c1C)c(=O)n(Cc1ccccc1)c(=O)n2CC(=O)N(C)c1ccccc1
  -4 | -1% | -1%
COc1ccc2c(c1)-c1nc(NC(=O)c3ccc(OC)c(Br)c3)sc1CC2
  -17 | 7% | -6%
O=C(Nc1ccc(F)cc1F)c1cc2c(=O)n3ccccc3nc2s1
  -11 | 14% | 49%[activator]
Cc1cc(NC(=O)Nc2nnc(N(C)Cc3ccccc3)s2)ccc1Br
  -9 | -2% | 0%
O=C(Cn1cc(S(=O)(=O)Cc2ccccc2F)c2ccccc21)NCc1ccccc1Cl
  1 | ? | 6%
O=C(Nc1cccc(C(=O)N2CCN(c3ccc(Cl)cc3)CC2)c1)c1nsc2ccccc12
  7 | ? | 1%
Cc1cccc(CCNC(=O)C2CCC(CNS(=O)(=O)c3ccccc3)CC2)c1 (configuration not stated)
  -13 | -1% | -2%
Cc1ccc2c(c1)C(c1ccc(F)cc1)N(C(=O)c1cccc(C(F)(F)F)c1)CC(=O)N2 (configuration not stated)
  -5 | ? | -20%
CCOC(=O)c1c(C)oc2nc(C)nc(NCC3CCN(Cc4cc(C)ccc4C)CC3)c12
  -20 | -11% | -18%
CCCc1cc(=O)[nH]c(SCc2nc(-c3ccc(C)cc3)no2)n1
  -8 | 10% | 2%
COC(=O)c1scc(-c2ccccc2)c1S(=O)(=O)Nc1cccc(C)c1C
  6 | -15% | -11%
Cc1cccc(-c2cc(NC(=O)C(C)(C)C)n(-c3ccccc3)n2)c1
  -7 | ? | 2%
O=c1c(N2CCc3ccccc3C2)csc2ccc(Cl)cc12
  -18 | 13% | 39%[activator]
CCCOc1ccc(-c2nc3ccc(Br)cc3c(=O)o2)cc1
  -3 | 3% | -5%
CCSc1ncc(Cl)c(C(=O)Nc2sc3c(c2C(=O)NCCCOC)CCCC3)n1
  4 | 16% | 1%
COc1ccc(Cn2ccc3nc(C)c(C(=O)N4CCN(c5ccccc5F)CC4)cc3c2=O)cc1
  2 | -17% | -5%
CN(C(=O)CCc1nc(-c2ccccc2F)no1)c1ccc(Cl)cc1
  -7 | -18% | 7%
CCc1ccc(C2=C(C)C(N3CCC(C(=O)NCCc4ccco4)CC3)=NS2(=O)=O)cc1
  -7 | -8% | -9%
CNS(=O)(=O)c1cn(CC(=O)Nc2cccc(C(F)(F)F)c2)cc1S(=O)(=O)NC
  -10 | 11% | -3%
CC1=C(C(=O)N2CCN(c3ccccc3)CC2)C2(CCCCC2)OC1=O
  -15 | 7% | 1%
CC(C)c1ccc(NC(=O)CN2C(=O)CCc3cc(S(=O)(=O)N4CCOCC4)ccc32)cc1
  -3 | -18% | -8%
Nc1c(-c2nc(-c3ccccc3Cl)no2)nnn1-c1ccccc1C(F)(F)F
  -4 | 18% | 1%
Cc1ccc(C)c(-n2nnc(-c3nc(-c4ccccc4C)no3)c2C)c1
  3 | 14% | 2%

High-throughput results from PubChem.

Some of the compounds tested; the hit share may differ from the screen's.
